D1 antagonist – human D1 dopamine receptor antagonism; P21728; HEK293 TREx D1 cells, calcium flux, dopamine EC80; active compounds read low; activity change, negative = inhibition, % at 10 µM; 360,000 compounds, 3.2% hits; AID 504652; in the data active = activity change below about -30%; also: % is scaled to controls: 0 for no effect and ±100 for the full control effect
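Compound effects on dopamine-evoked calcium signalling were measured in tetracycline-induced HEK293 Trex D1 cells. Dopamine at EC80 followed a 180 s compound pre-read, and fluorescence was tracked kinetically for 180 s more.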
D2 PAM – positive allosteric modulators of human D2 dopamine receptor | P14416 | HEK293 T-REx D2, calcium flux, EC20 dopamine potentiation | potentiation, % at 10 µM | 340,000 compounds, 0.34% hits | AID 485347;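 active = potentiation over 3 SD above the plate norm, cut at about 30% in these data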; also: 0% is about no effect
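Tetracycline-induced HEK293 T-REx cells force-coupled to calcium signalling expressed D2; compounds were pin-added after a 10 s baseline, read kinetically 180 s, then an EC20 dopamine challenge followed with a further 180 s calcium read.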
RXFP1 agonist – agonists of human relaxin receptor RXFP1; Q9HBX9; HEK293T-RXFP1 cAMP TR-FRET, 30 min; response scale: percent of porcine relaxin response, buffer zero; Potency, µM (series often up to 57.5 µM), for inactives: top-dose activation, usual class: activators; 370,000 compounds, 0.3% hits; also: potency is read from the fitted curve at half-maximal effect; % is scaled to controls: 0 for no effect and ±100 for the full control effect; nearly all actives have a fitted effect of over 60% in size; many of its hits are not listed in these tables
Target sequence (Q9HBX9 whole entry, looked up): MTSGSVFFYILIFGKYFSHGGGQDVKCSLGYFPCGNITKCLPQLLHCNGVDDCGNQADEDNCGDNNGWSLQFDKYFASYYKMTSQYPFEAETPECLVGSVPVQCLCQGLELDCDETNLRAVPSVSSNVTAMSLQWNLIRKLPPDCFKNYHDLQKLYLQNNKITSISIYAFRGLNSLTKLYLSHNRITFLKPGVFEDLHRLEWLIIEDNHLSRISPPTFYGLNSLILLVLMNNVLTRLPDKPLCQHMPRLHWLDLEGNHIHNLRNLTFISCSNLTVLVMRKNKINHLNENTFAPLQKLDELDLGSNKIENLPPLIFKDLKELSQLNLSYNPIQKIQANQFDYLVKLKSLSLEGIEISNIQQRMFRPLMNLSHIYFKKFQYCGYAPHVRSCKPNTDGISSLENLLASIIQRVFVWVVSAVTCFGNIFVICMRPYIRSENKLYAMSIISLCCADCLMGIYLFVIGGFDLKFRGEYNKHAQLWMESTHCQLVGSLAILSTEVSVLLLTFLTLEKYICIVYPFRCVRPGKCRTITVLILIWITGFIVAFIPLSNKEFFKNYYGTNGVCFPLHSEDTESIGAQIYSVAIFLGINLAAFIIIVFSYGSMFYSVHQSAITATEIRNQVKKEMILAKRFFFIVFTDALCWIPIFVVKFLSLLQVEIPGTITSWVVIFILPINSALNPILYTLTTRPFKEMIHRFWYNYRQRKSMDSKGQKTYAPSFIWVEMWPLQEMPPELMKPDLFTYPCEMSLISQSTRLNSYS
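HEK293 cells stably expressing RXFP1, treated 30 min at 37C with compounds plus PDE4 inhibitor Ro 20174; cAMP measured by HTRF TR-FRET. Normalized to buffer and 29 nM porcine relaxin; EC50 by Hill fit.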
Anesthetic bind – binds horse apoferritin like a general anesthetic | P02791 | apoferritin/1-aminoanthracene competitive binding, fluorescence | Potency, µM (top dose mostly 77.5 µM), for the others: top-dose activity change, negative = displacement, actives largely listed as inhibitors | 350,000 compounds, 0.074% hits; also: potency is read from the fitted curve at half-maximal effect; % is scaled to controls: 0 for no effect and ±100 for the full control effect; nearly all actives have a fitted effect of over 20% in size
Target sequence (P02791 2-175 limits assumed): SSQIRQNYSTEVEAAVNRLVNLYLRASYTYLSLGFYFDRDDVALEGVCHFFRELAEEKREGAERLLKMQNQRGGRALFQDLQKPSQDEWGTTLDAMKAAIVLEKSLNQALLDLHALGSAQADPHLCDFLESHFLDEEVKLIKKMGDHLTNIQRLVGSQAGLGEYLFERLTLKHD
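In PBS, apoferritin at 10 uM is loaded with 1-AMA from a 50% saturated solution. After 10 min of compound exposure at ambient temperature, reduced 535 nm fluorescence indicates probe displacement.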
RXFP1 antagonist – RXFP1 (human) relaxin receptor antagonism; HEK293-RXFP1, relaxin-stimulated cAMP HTRF, 30 min; active compounds read low; activity change, negative = inhibition, % at 57.5 µM; 350,000 compounds, 0.59% hits; AID 1259400;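 active = activity change of -60% or lower, but not beyond a set lower limit; inconclusive = change between -60% and -40%, or beyond the set limit; inactive = change above -40%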; also: % is scaled to controls: 0 for no effect and ±100 for the full control effect
TRHR agonist – agonists of human TRH receptor; P34981; TRHR cells, calcium flux fluo-8, FDSS agonist mode; activation, % at 2 µM; 360,000 compounds, 0.18% hits; AID 493084; in the data active = activation above about 30%; also: 0% is about no effect
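TRHR-expressing cells, plated overnight in medium with 10% serum, were loaded with fluo-8 calcium dye at room temperature. After a 10 s baseline, library compound was pin-added and calcium release was recorded kinetically (ex 480/em 530) as agonist response.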
D1 agonist – activates the human D1 dopamine receptor. HEK293 T-REx D1 cells, calcium flux, agonist mode. activation, % at 2 µM. 360,000 compounds, 1% hits. AID 504660; in the data active = activation above about 30%; also: 0% is about no effect
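Tetracycline-induced HEK293 TREx D1 cells, force-coupled to calcium signalling, were dye-loaded with a no-wash calcium kit. Compound was pin-added after a 10 s baseline. Fluorescence was read kinetically at 1 cycle/s for 180 s, with calcium rises flagged as agonism.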
D1 PAM – enhances dopamine response at the human D1 receptor. 360,000 compounds, 0.036% hits. potentiation, % at 10 µM. P21728. AID 504651. HEK293 TREx D1 cells, calcium flux, dopamine EC20 potentiation; in the data active = potentiation above about 30%; also: 0% is about no effect
TRHR PAM – allosterically enhances the human TRH receptor; P34981; TRHR cells, fluo-8 calcium fluorescence, EC20 TRH enhancement; enhancement, % at 2 µM; 360,000 compounds, 0.66% hits; AID 493056; in the data active = enhancement above about 30%; also: 0% is about no effect
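Enhancer read-out: after compound pinning and an initial kinetic agonist-mode read, an EC20 of TRH (10 nM final) was injected and fluo-8 calcium signal (Ex 480/Em 530) followed at 1 s/cycle for 100 cycles in TRHR-expressing cells.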
Numbers without * were called inactive; ? = inconclusive; . = not tested or not shown; [ ] = remark or other dose. Unless noted, calls follow the shape of the dose curve; as a rule, active = well fitted curve in the direction sought with a large enough effect; inconclusive = small, poorly fitted or top-dose-only effect, or another doubt; inactive = no such curve, though single readings can be large; an effect the other way counts as inactive or inconclusive. An excerpt (hit frequency here may not be typical).

SMILES | D1 antagonist | D2 PAM | RXFP1 agonist | Anesthetic bind | RXFP1 antagonist | TRHR agonist | D1 agonist | D1 PAM | TRHR PAM
NS(=O)(=O)c1ccc(CNC(=O)NC23CC4CC(CC(C4)C2)C3)cc1 | -5.8 | . | 0.6% | -8.2% | 1.2 | 0.4 | -0.5 | -3.5 | -2.7
Cc1ccc(C)c(Cn2cnc3c(cnn3C(C)(C)C)c2=O)c1 | 6.1 | 6.9 | -0.4% | ? | 8.1 | -0.1 | 40.8* | -5.5 | -3.5
CC(=O)c1ccccc1NC(=O)c1cc(S(=O)(=O)N2CCOCC2)ccc1N1CCCC1 | 3.1 | 2.6 | -0.2% | . | 9.6 | 0.0 | 0.0 | -6.3 | 3.2
O=C(O)CSCC(=O)Nc1ccc(C2CCCCC2)cc1 | -0.1 | 1.9 | -1.0% | ? | -0.8 | 0.5 | 1.0 | -2.2 | -14.9
O=C1c2cc(S(=O)(=O)NCCO)ccc2-c2ccc(S(=O)(=O)NCCO)cc21 | -14.5 | . | 4.0% | -7.2% | 4.5 | 0.8 | 7.5 | 2.0 | -5.0
N#Cc1ccsc1NC(=O)C1=COCCO1 | 20.8 | 16.1 | 0.4% | . | -2.0 | -1.4 | 3.2 | -1.1 | 8.0
N/C(COc1ncn(-c2ccccc2)n1)=N\S(=O)(=O)c1ccc(Cl)cc1Cl | -10.4 | 32.3* | -0.1% | -7.8% | -5.0 | 0.3 | -0.2 | 8.8 | 3.6
O=C(CCc1ccc(S(=O)(=O)NCc2ccccc2)cc1)N1CCN(Cc2ccc3c(c2)OCO3)CC1 | -27.1 | . | 2.7% | -4.0% | -10.8 | -0.1 | 13.5 | -6.4 | -0.5
O=C(CCn1c(=O)sc2ccccc21)Nc1cccnc1 | 1.5 | 4.4 | -0.9% | 2.2% | 0.5 | 0.0 | -0.5 | -1.9 | -3.3
CCOC(=O)N1CCN(C(=O)CS(=O)(=O)Cc2nc(-c3ccccc3C)oc2C)CC1 | -8.6 | -4.4 | 1.1% | -0.3% | -1.2 | -0.6 | 1.7 | -0.3 | -0.6

3 compounds from above, showing only Anesthetic bind:
| compound | Anesthetic bind |
| --- | --- |
| O=C(O)CSCC(=O)Nc1ccc(C2CCCCC2)cc1 | ? |
| CCOC(=O)N1CCN(C(=O)CS(=O)(=O)Cc2nc(-c3ccccc3C)oc2C)CC1 | -0.3% |
| NS(=O)(=O)c1ccc(CNC(=O)NC23CC4CC(CC(C4)C2)C3)cc1 | -8.2% |

Carrying on.
SMILES | D1 antagonist | D2 PAM | RXFP1 agonist | Anesthetic bind | RXFP1 antagonist | TRHR agonist | D1 agonist | D1 PAM | TRHR PAM
NC(=O)C1CCCN(C(=O)c2cccc(S(=O)(=O)N(Cc3ccccc3)c3ccccc3)c2)C1 (centres undefined) | 18.3 | -2.6 | 1.2% | . | -3.9 | 0.5 | 4.1 | -8.5 | 24.3
COc1cc2c(cc1OC)CN(C(=O)c1ccc(OC)c(S(=O)(=O)N3CCOCC3)c1)CC2 | -0.8 | -4.1 | 3.0% | -4.3% | 7.6 | -2.7 | 4.1 | 6.0 | 1.8
CCOC(=O)c1ccc(-c2ccc(/C=C(\C#N)C(=O)Nc3cccc(C)c3)o2)cc1 | 2.0 | 1.6 | -1.2% | 2.7% | . | 0.8 | 1.2 | 2.0 | 13.0
CC(C)CN1CC(=O)N2C(c3ccccc3)c3[nH]c4ccccc4c3C[C@H]2C1=O (some centres undefined) | 12.7 | 4.1 | 0.0% | -6.8% | -4.9 | 0.5 | 1.2 | 0.5 | -2.4
O=C(CN1c2ccccc2Sc2ccccc21)N/N=C/c1ccc(Cl)cc1 | -9.0 | 4.0 | 5.0% | -1.2% | -27.9 | -0.1 | 1.2 | -5.1 | 9.7
O=C(NCc1cn(-c2ccccc2)nc1-c1ccccc1)c1ccc([N+](=O)[O-])cc1 | -9.1 | -9.8 | 0.9% | -14.0% | -3.2 | 0.6 | 0.6 | -1.0 | 43.9*
O=C(CSc1nccn(-c2ccc(F)c(Cl)c2)c1=O)NC1CCCC1 | 13.0 | 17.6 | 0.4% | . | -4.8 | -0.3 | 2.9 | -2.4 | 11.3
O=C(Cc1ccc(O)cc1)NC1CCCCCC1 | -4.0 | -6.1 | -0.9% | 1.1% | -1.6 | -1.4 | 2.1 | 7.4 | 6.3
O=c1ccc(-c2ccc(S(=O)(=O)Nc3ccc(F)cc3)o2)n[nH]1 | -2.2 | . | 1.8% | 11.4% | 3.3 | 0.2 | 2.0 | 0.7 | 3.6
Cc1ccc(C(=O)N2CCNC(=O)C2CC(=O)Nc2ccccc2)cc1 (centres undefined) | -16.6 | 7.8 | 0.6% | -1.9% | -2.9 | 0.1 | -0.4 | -2.2 | -4.3
COC(=O)c1[nH]c2ccc(C)cc2c1NC(=O)CN1CCCc2ccccc21 | 4.7 | . | 0.6% | -4.0% | 4.7 | -1.9 | 4.2 | -5.8 | -2.9
CC(C)(C)c1ccc(C(=O)NC2=NC(c3cccc(F)c3)CC(=O)N2)cc1 (centres undefined) | -4.0 | . | 11.1% | ? | -5.7 | 0.1 | 3.2 | -0.9 | 9.1
CN1C(C(=O)NCC2CC2)CC2Cn3c(nc4cc5ccccc5cc43)C21 (centres undefined) | -2.7 | 5.8 | 0.0% | 5.4% | . | -0.3 | 4.1 | -5.7 | -1.7
CCOC(=O)C1(CCCc2ccccc2)CCN(C(=O)CCN2CCCCC2=O)CC1 | 10.2 | 0.5 | 2.8% | -13.5% | 5.0 | 0.3 | 2.1 | -2.5 | -0.6
c1ccc(Cc2ccc(OCCn3ccnc3)cc2)cc1 | -12.2 | -8.7 | 1.4% | ? | 2.4 | -1.7 | 27.9 | -8.3 | -10.7
Cc1cccc(C(=O)NCC(=O)OCc2cc(=O)n3nc(CC(C)C)sc3n2)c1 | -22.6 | -0.4 | 3.0% | ? | . | -0.8 | 0.9 | -9.3 | 3.2
Cc1nc(-c2ccc(NC(=O)c3ccco3)cc2)cs1 | -5.2 | 4.9 | -0.9% | 1.9% | 4.8 | 0.6 | 0.7 | -1.3 | 8.8
O=C(NC1CCS(=O)(=O)C1)c1ccc(S(=O)(=O)N2CCCC2)cc1 (centres undefined) | 2.2 | . | -1.3% | -3.7% | 4.8 | 0.6 | 0.0 | -0.1 | 7.0
CCOc1cc(C(=O)Nc2cc(C(=O)OC)ccc2C)ccc1OCC(=O)N1CCOCC1 | 17.0 | 11.8 | -0.1% | . | 3.8 | -0.3 | 0.2 | -3.3 | 1.2
CCC1CN(C)C2Cc3c([nH]c4ccccc34)C(=O)CC1C2C(=O)OC (centres undefined) | 19.2 | 1.8 | 1.9% | -5.9% | -7.6 | -0.5 | 0.6 | 0.6 | -4.9
CSc1nncn1/N=C/c1ccccc1F | -3.2 | 18.5 | 1.1% | -10.2% | -2.0 | -0.1 | 0.9 | 2.3 | -4.5
COc1ccc(CN(C)C(=O)CSc2nnc(C3CC3)n2C2CC2)cc1 | 7.7 | 7.8 | -1.2% | . | -1.0 | 0.1 | 7.1 | 1.4 | -5.1
Cc1ccc(C(=O)Nc2nnc(CC(=O)N/N=C/c3ccncc3)s2)cc1 | 20.9 | . | -0.5% | ? | -2.3 | 0.0 | -0.1 | -5.4 | -3.9
COc1cc(=O)[nH]c(=O)n1C(=O)Cc1ccccc1 | 7.0 | -12.9 | 2.1% | -12.3% | 2.8 | -0.2 | 3.4 | 2.5 | 1.2
Cc1ccc(OCC(=O)NCCCNC(=O)c2ccccn2)cc1 | 5.3 | 6.2 | -0.4% | 27.7% | 1.3 | -0.8 | -0.6 | 10.5 | 18.7
Cc1ccc2c(c1)N(Cc1ccccn1)C(=O)C(C)O2 (centres undefined) | -0.1 | 4.5 | -0.8% | -8.4% | 5.9 | -1.4 | 3.0 | -0.9 | -5.8
COc1ccc(/C=C(/C#N)c2nc(-c3ccc(-c4ccccc4)cc3)cs2)cc1OC | 40.4 | -17.9 | 0.4% | 39.9%[activator] | 0.0 | -1.0 | 8.9 | -2.4 | 2.9
O=S(=O)(Nc1ncccn1)c1ccc(NC(=S)NCc2cccnc2)cc1 | 5.8 | 5.7 | 0.7% | -2.4% | -1.2 | -2.2 | 1.9 | -0.1 | 6.5
CCc1c(C)nc2cc(-c3ccc(OC)c(OC)c3)nn2c1N1CCC(C)CC1 | -1.8 | 3.7 | 1.5% | -2.6% | -0.4 | 0.6 | 3.3 | -8.9 | 2.7
Cc1cc(OCC(=O)Nc2ccc(S(=O)(=O)NC3=NCCCCC3)cc2)c(C(C)C)cc1Cl | 10.4 | 2.7 | -0.7% | -2.7% | -13.6 | 1.0 | 11.8 | -3.5 | -1.8
CCOC(=O)c1[nH]c(C)c(C(=O)N(CC)CC)c1C | -2.3 | -7.3 | 0.8% | -12.9% | -1.2 | -0.1 | 2.1 | -0.1 | 52.1*
O=c1[nH]c2ccc(NCc3ccc(-c4ccccc4F)o3)cc2[nH]1 | -22.4 | 6.6 | -0.8% | -2.2% | -1.3 | 1.2 | 26.0 | -0.9 | 7.7
Cc1c(NS(=O)(=O)c2cccs2)c(=O)n(-c2ccccc2)n1C | -6.1 | 4.0 | 6.1% | -10.6% | 0.4 | 0.0 | 0.2 | -3.7 | -5.3
CCCCOc1ncnc2c1[nH]c1ccc(OCC)cc12 | -7.8 | -5.3 | 1.0% | -5.1% | 5.5 | 0.3 | 1.2 | 2.7 | -0.9
O=C(CCO)c1ccc(O)cc1 | -9.6 | -4.7 | 0.2% | -6.4% | . | 0.4 | 2.6 | -0.8 | 2.1
O=C(O)c1cc2c(cc1NC(=O)c1ccccc1OC(F)F)OCCCO2 | 5.9 | . | -3.8% | 3.6% | -13.4 | 0.5 | 1.1 | -4.0 | -2.8
O/N=C1\CCC\C1=C/c1ccco1 | 7.1 | 5.7 | 0.8% | ? | -3.5 | -0.4 | 3.8 | 2.5 | -1.6
COCCCNC(=O)C1CCCN(C(=O)c2cnn(-c3ccc(F)cc3)c2-n2cccc2)C1 (centres undefined) | -13.0 | 2.5 | 3.4% | -3.0% | . | 0.1 | 0.7 | -0.7 | -4.3
COc1cc(/C=C/C(=O)N(Cc2ccccc2)c2ccccn2)cc(OC)c1OC | -1.6 | 1.3 | 1.2% | -11.8% | -7.9 | -0.7 | 1.3 | 2.1 | 0.5

From PubChem
